Assay outcomes: PubChem BioAssay, Emory University Molecular Libraries Screening Center
14-3-3g Raf: modulators of 14-3-3 gamma protein binding, primary screen, biochemical, fluorescence polarization | 14-3-3 protein gamma (Homo sapiens), P61981 | FP, 14-3-3gamma / TMR-pS259-Raf peptide binding | inhibition, % at 40 µM | 160,000 compounds, 0.19% hits | AID 422, 2006; in the data active = inhibition above about 30%;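 also: 0% = protein plus tracer without compound and 100% = blank with tracer alone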
Target sequence (P61981 whole entry, looked up): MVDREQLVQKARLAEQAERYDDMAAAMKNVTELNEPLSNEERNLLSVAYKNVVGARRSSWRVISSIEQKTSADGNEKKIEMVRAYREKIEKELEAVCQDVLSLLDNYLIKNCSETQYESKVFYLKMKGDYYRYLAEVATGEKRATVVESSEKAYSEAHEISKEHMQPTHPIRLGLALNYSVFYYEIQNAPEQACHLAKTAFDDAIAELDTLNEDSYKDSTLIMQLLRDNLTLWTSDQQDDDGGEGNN
* marks the source's active call; other numbers are inactive results; & = joins results of further samples.

SMILES	14-3-3g Raf
Cc1[nH]c2ccccc2c1C1c2cc([N+](=O)[O-])ccc2OC2(N3CCOCC3)CCCCC12 (centres undefined)	-1
CC1=C(C(=O)Nc2ccccn2)C(c2cccc(Cl)c2)C2=C(CCCC2=O)N1 (centres undefined)	1
COc1cc(-c2nnc(SCC(=O)c3ccc4ccccc4c3)o2)cc(OC)c1OC	3
COC(=O)C1=C(C)NC2=C(C(=O)CC(C)(C)C2)C1c1ccc(C)o1 (centres undefined)	-2
CCCc1[nH]nc2c1C(c1cccnc1)C(C#N)=C(N)O2 (centres undefined)	-5
CCc1nnc(NC(=O)CCCCCN2C(=O)c3ccccc3C2=O)s1	-2
Cc1ccc(OCC(=O)Nc2ccc(O)c(-c3nc4ccccc4o3)c2)cc1	-30
COc1ccc2c(c1)CCc1c(C(=O)Nc3c(C)nn(Cc4ccccc4Cl)c3C)noc1-2	-15
CC(C)Cn1c(-c2ccc(Cl)cc2)cnc1SCC(=O)N1CCOCC1	-13
O=C(Nc1ccc(O)cc1)c1ccc(C(=O)c2ccccc2)cc1	-3
OC(CCl)Cn1c2ccccc2c2ccccc21 (centres undefined)	8
COc1ccccc1C(=O)Nc1ccc2nc(N3CCN(C)CC3)cc(C)c2c1	-2
Nc1nc2ccc(C(=O)NCCO)cc2s1	-6
Nc1nc(C2CC2)c(Sc2sc(N)nc2C2CC2)s1	2
COCCn1c(SCC(=O)Nc2nnc(C)s2)nnc1-c1cc2ccccc2cc1O	-6
Cn1c(=O)[nH]c(=O)c2c1nc(CN1CCOCC1)n2CCCc1ccccc1	5
CN1C(=O)c2ccccc2C(C(=O)Nc2cccc(Cl)c2)C1c1cccs1 (centres undefined)	-5
O=C(O)CCC(=O)Nc1ccc(N2CCCCCC2)cc1	-5&4
Cc1ccc(N2C(=O)CSC23C(=O)Nc2ccc(Br)cc23)cc1C (centres undefined)	-9
COCCn1c(=S)[nH]c2cc(C(=O)NC(C)C)ccc2c1=O	4

An excerpt of these results, with each value named:
CN1C(=O)c2ccccc2C(C(=O)Nc2cccc(Cl)c2)C1c1cccs1 (centres undefined)
  14-3-3g Raf = -5
O=C(O)CCC(=O)Nc1ccc(N2CCCCCC2)cc1
  14-3-3g Raf = -5&4
Cc1ccc(N2C(=O)CSC23C(=O)Nc2ccc(Br)cc23)cc1C (centres undefined)
  14-3-3g Raf = -9
COCCn1c(=S)[nH]c2cc(C(=O)NC(C)C)ccc2c1=O
  14-3-3g Raf = 4

Reformatted as comma-separated lines: entries from further up
canonical_smiles,14-3-3g Raf
COc1ccc2c(c1)CCc1c(C(=O)Nc3c(C)nn(Cc4ccccc4Cl)c3C)noc1-2,-15
CC(C)Cn1c(-c2ccc(Cl)cc2)cnc1SCC(=O)N1CCOCC1,-13
O=C(Nc1ccc(O)cc1)c1ccc(C(=O)c2ccccc2)cc1,-3

Next structures
SMILES	14-3-3g Raf
COC(=O)c1ccccc1NC(=O)C1CCN(S(=O)(=O)c2cc(C)ccc2OC)CC1	-7
CCn1c2ccccc2c2cc(NC(=O)COc3ccc(C)c(C)c3)ccc21	-10
CCOC(=O)c1ccc(N2C(=O)C3C4C=CC(C4)C3(C)C2=O)cc1 (centres undefined)	-7
COc1cc(Nc2c3c(nc4cc(Cl)ccc24)CCCC3)cc(OC)c1OC	-4
CCCn1c(SCc2nc(-c3cccs3)no2)nnc1-c1ccncc1	6
CC(=O)Nc1nc(=O)c2ccccc2s1	-4&0
O=C(c1ccc2c(c1)OCCO2)N1CCN(c2ccc([N+](=O)[O-])cc2Cl)CC1	5
Cc1ccc(C)c(-c2csc(=Nc3ccc(F)cc3)n2Cc2ccco2)c1	-10
COc1ccc(C(=O)Nc2ccc(-n3nncc3-c3ccccc3)cc2)c(OC)c1	-6
COc1ccc(NC(=O)C2CC(=O)N(c3cc(C)ccc3C)C2)cc1 (centres undefined)	6
Cn1c(-c2ccccc2)cnc1SCc1nc2ccccc2c(=O)[nH]1	-4
COc1ccc(Cl)cc1N=C1NC(=O)CC(C(=O)Nc2ccc(C)cc2)S1 (centres undefined)	0
O=C1CCCN1Cc1ncnn1-c1ccccc1	-3
OCCn1c(-c2ccc(Br)cc2)cn2c(-c3ccccc3)c(-c3ccccc3)nc12	1
COc1ccc(Br)cc1C(=O)Nc1cc2nn(-c3ccc(C)cc3)nc2cc1C	-1
CCC(=O)N1CCN(c2cc(C)ccc2C)CC1	-2
O=C(c1cccc(S(=O)(=O)N2CCCC2)c1)c1nnc(-c2ccncc2)o1	-7
CCOC(=O)Cn1c(CN(Cc2ccccc2)Cc2ccccc2)nc2c1c(=O)n(C)c(=O)n2C	-2
CCOc1ccc(S(=O)(=O)Nc2cc3c(C(C)=O)c(C)oc3c3ccccc23)cc1	-26
O=C(Nc1cc(C(F)(F)F)ccc1F)C1CCC1	-11
CC(C)c1ccc(CNC(=O)c2ccc(C(C)(C)C)cc2)cc1	-1
O=C(CCSCc1ccc(Cl)cc1)NCc1ccc(F)cc1	0
CC(C)C(=O)NC(c1ccc2c(c1)OCO2)c1cc(Cl)c2cccnc2c1O (centres undefined)	-11
O=C(Nc1ccc(OC(F)(F)F)cc1)C1CCCN(S(=O)(=O)c2ccc(Br)s2)C1 (centres undefined)	-2
CCN(CC)c1cc(C)c2cc(NC(=O)c3ccc(Cl)nc3)ccc2n1	-3
CC1CCc2cc(F)ccc2N1C(=O)c1cc2nc(-c3ccco3)cc(C(F)(F)Cl)n2n1 (centres undefined)	-2
CCCNC(=O)c1ccc2c(c1)nc(C)n2-c1cccc(C)c1	-24
O=C(c1cc(Cl)ccc1Cl)N1CCOCC1	4
O=C(NC1CCCCC1)c1ccc2c(=O)n(CCc3ccccc3)c(=S)[nH]c2c1	0
CC(Cl)=CCN1C(=O)C(=O)c2cccc(C)c21	-27
O=c1nccc(NCc2ccco2)[nH]1	0
Cc1ccc(C)c(Nc2cc(C(=O)NCc3ccccn3)c3ccccc3n2)c1	8
Cc1ccnc(NS(=O)(=O)c2ccccc2)n1	-4
CCn1cc(Br)c(C(=O)N2CCN(c3ccccc3)CC2)n1	-6
Cc1ccc(N=Cc2ccc(O)cc2)cc1	-3
Cc1ccc2nsnc2c1S(=O)(=O)Nc1cccc2nsnc12	-14
CC1C(c2ccc(Cl)cc2)NC(c2ccc(Cl)cc2)C(C)C1(C)O (centres undefined)	8
COc1ccc(N2CCN(C(=O)c3ccc(SCc4ccc(C)cc4)c([N+](=O)[O-])c3)CC2)cc1	3
O=C(Nc1ccccc1F)c1ccc(S(=O)(=O)NCC2CCCO2)cc1 (centres undefined)	-7
CCCCCCNC(=O)Nc1ccccc1	-7
CN(C)CCCNc1ncnc2c1cnn2-c1ccccc1	-4
NC(N)=Nc1nc(-c2ccccc2)c2cc(Cl)ccc2n1	2
COc1ccccc1NC(=O)C1=C(C)Nc2nc3ccccc3n2C1c1cccc([N+](=O)[O-])c1 (centres undefined)	5
O=c1c2ccccc2nnn1CSc1nc2cc(Cl)ccc2c(=O)n1Cc1ccco1	-5
CC12CC(c3cc(Cl)ccc3O1)C(C(=O)c1ccccc1)C(=O)N2 (centres undefined)	-2
NC(=O)c1cc2ccc(O)cc2oc1=Nc1ccccc1	-8
CN1CCN(C(=O)C2CCC(CNS(=O)(=O)c3cccc4cccnc34)CC2)CC1 (centres undefined)	-3
CC(C)NC(=O)C1CCN(C(=O)C(C(=O)c2ccccc2)n2cc(Cl)ccc2=O)CC1 (centres undefined)	1
COC(=O)c1sccc1NC(=O)C1C2C=CC(O2)C1C(=O)O (centres undefined)	-8
C#CCNc1nc(C)nc2c1nnn2Cc1ccccc1F	0
COc1ccc(NC(=O)CCNS(=O)(=O)c2cccc3nonc23)cc1	-13
COc1ccc(OCC(O)Cn2c(=N)n(CCN3CCOCC3)c3ccccc32)cc1 (centres undefined)	-3
COc1cccc(C(=O)N2CCN(C(=O)c3ccco3)CC2)c1	-4
CCOc1ccc(N(CC(=O)NCc2cccc(OC)c2)S(=O)(=O)c2c(C)noc2C)cc1	0
COCCN(CCOC)c1ncnc2c1cnn2-c1ccc(OC)cc1	-3
Cc1cccc(C2NC(=O)c3c(sc4c3CCN(C)C4)N2)c1O (centres undefined)	-92
COc1ccccc1CNC(=O)CNS(=O)(=O)c1ccc2c(c1)CCN2C(C)=O	-4
Nc1nc(CSCc2ccccc2)nc(N2CCOCC2)n1	-10
COCCCn1c(SCC(=O)N2CCc3ccccc32)nnc1-c1ccoc1C	-9
O=C(NCCN1CCN(c2ccccc2)CC1)c1cccn2c(=O)c3ccccc3nc12	-11

Reprinted from the part before: 6 compounds, followed by the next part.
SMILES	14-3-3g Raf
COCCN(CCOC)c1ncnc2c1cnn2-c1ccc(OC)cc1	-3
Cc1cccc(C2NC(=O)c3c(sc4c3CCN(C)C4)N2)c1O (centres undefined)	-92
COc1ccccc1CNC(=O)CNS(=O)(=O)c1ccc2c(c1)CCN2C(C)=O	-4
Nc1nc(CSCc2ccccc2)nc(N2CCOCC2)n1	-10
COCCCn1c(SCC(=O)N2CCc3ccccc32)nnc1-c1ccoc1C	-9
O=C(NCCN1CCN(c2ccccc2)CC1)c1cccn2c(=O)c3ccccc3nc12	-11
Cc1ccc(S(=O)(=O)CCC(=O)NCc2ccccc2Cl)cc1	-1
CCOc1ccc(C(CC(=O)O)NS(=O)(=O)c2ccc(C)cc2)cc1OC (centres undefined)	-4
O=C1CN(C(=O)C2(S(=O)(=O)c3ccc(Cl)cc3)CC2)CC(=O)N1CCc1ccccc1	-10
O=C(COc1ccccc1F)Nc1ccc(S(=O)(=O)NCc2ccco2)cc1	-5
Cc1ccc([N+](=O)[O-])cc1N1C(=O)c2ccc(Oc3ccc([N+](=O)[O-])cc3)cc2C1=O	-2
O=C(COc1ccccc1[N+](=O)[O-])NC1CCS(=O)(=O)C1 (centres undefined)	-1
Cc1cc(C)cc(NS(=O)(=O)c2ccc3[nH]cc(C(=O)NCc4ccccc4Cl)c(=O)c3c2)c1	-16
CC1(C)CC(=O)C(C=NCC2CCNCC2)=C(O)C1	3
Cc1csc2nc(CNS(=O)(=O)c3cccnc3)cn12	-10
COc1ccc(-n2c(SCC#N)nc3ccccc3c2=O)cc1	-1
CC1=C(C(=O)Nc2cccc(C(F)(F)F)c2)C(c2ccc(F)cc2)C2=C(CCCC2=O)N1 (centres undefined)	10
Cc1c(N=Cc2ccc(-c3ccc([N+](=O)[O-])cc3)o2)c(=O)n(-c2ccccc2)n1C	-27
Cc1ccc(-n2nc3c(c2NC(=O)c2cccc([N+](=O)[O-])c2C)CSC3)c(C)c1	2
CCOC(=O)CCCc1sc(N)nc1-c1[nH]c(=O)[nH]c1C	-3
O=C(NCc1ccco1)c1ccc2c(=O)n(C3CCCC3)c(=O)[nH]c2c1	-2
O=C(O)c1[nH]c(=O)[nH]c(=O)c1CNCCO	-9
O=c1c2cccnc2[nH]c(=S)n1-c1ccncc1	-6
Cc1ccc(C(C(=O)NCCc2ccccc2)N(C(=O)c2csnn2)C2CC2)o1 (centres undefined)	-1
CCOc1ccc(N(CC(=O)NCC2CCCO2)S(=O)(=O)c2ccc(OC)c(OC)c2)cc1 (centres undefined)	-7
Cc1cccc(N(CC(=O)Nc2ccccc2C(F)(F)F)S(C)(=O)=O)c1C	0
COc1ccc(N2CCN(c3nc(NCCO)nc(N4CCOCC4)n3)CC2)cc1	-4
COc1ccc(-n2c(=O)c3ccccc3n(CC(=O)N3CCCCC3C)c2=O)cc1 (centres undefined)	1
Cc1nc2ccccc2c(=O)n1CC(=O)N1CCOCC1	-7
COc1ccc(-n2nnc3c(SCC(=O)NCc4ccco4)ncnc32)cc1	-6
CCCN(CCC)S(=O)(=O)c1ccc(Cl)c([N+](=O)[O-])c1	2
CC1C(=O)C(C)C(c2ccccc2O)NC1c1ccccc1O (centres undefined)	-5
Cc1ccc(S(=O)(=O)/C(C#N)=C/c2c(N3CCN(C)CC3)nc3ccccn3c2=O)cc1	-4
O/N=C1/CCCCc2sccc21	0
Cc1cccn2c(=O)c3cc(C#N)c(=N)n(CCN4CCOCC4)c3nc12	-6
CC1CCc2oc3c(cc(NS(=O)(=O)c4ccc(Br)cc4)c4ccccc43)c2C1 (centres undefined)	-14
CCCC(=O)Nc1ccc(S(=O)(=O)N2CCC(C)CC2)cc1	-12
CCOc1cccc2c1OC(c1cccc(F)c1)N1N=C(c3cccnc3)CC21 (centres undefined)	-6
NC(=O)NC1CCCc2c1[nH]c1ccc(Cl)cc21 (centres undefined)	1
OCC(CO)(CO)n1cnnn1	-5
CNC(=O)c1cc(Nc2ccccc2OC)nc2ccccc12	6
Cc1ccc(-c2nnc(CSc3nnc(COc4ccccc4)n3-c3ccc(C)cc3)o2)cc1	-6
COc1ccc(CNC(=O)c2ccc3c(=O)n(Cc4ccc5c(c4)OCO5)c(=O)[nH]c3c2)cc1	-18
CCOc1ccc(-n2c(-c3nn(C)c(C)c3Cl)n[nH]c2=S)cc1	4
COc1cccc(C2C3=C(CCCC3=O)Nc3nc(SCc4ccccc4F)nn32)c1 (centres undefined)	-10
CC1=C(C(=O)Nc2cccc(F)c2)C(c2ccc(Cl)cc2)C2=C(CC(C)(C)CC2=O)N1 (centres undefined)	2
CCN1CCN(CC(=O)Nc2ccc(Cl)c(Cl)c2)C(=O)C1=O	-1
CCOc1ccc2nc(N=C(NC(=O)CC)NC(=O)CC)nc(C)c2c1	-9
C=CCOC(=O)C1=C(C)NC(=S)NC1c1ccccc1 (centres undefined)	-4
Cn1c(-n2c(-c3ccco3)nc3ccccc3c2=O)nc2ccccc21	-8
Cc1c(NC(=O)CNC(=O)C2CCCCC2)c(=O)n(-c2ccccc2)n1C	-20
CC1(C)Cc2ccccc2C(C2=NC(C)(C)Cc3ccccc32)=N1	0
Cc1ccc(C)c(N=Cc2c(C)c(Cl)c(C)c([N+](=O)[O-])c2O)c1	-34
CCOC(=O)C1=C(C)N=C2SCCC(=O)N2C1c1sccc1C (centres undefined)	-6
O=C(c1ccco1)N1CCN(C(c2ccccc2Cl)c2nnnn2CC2CCCO2)CC1 (centres undefined)	-7
CNC(=O)C(O)C(O)C(=O)NC (centres undefined)	1

An excerpt, so the mix of outcomes need not match the whole.
